From PubChem
aSyn yeast rescue = rescues yeast growth from alpha-synuclein toxicity; Potency, µM (titrated, usually from 46.1 µM), for the others: at the highest dose growth rescue (activation), hits mostly activators; hit rate 0.02% among 94,000; S. cerevisiae alpha-synuclein toxicity rescue, BacTiter-Glo growth, 24 h; active = well fitted activation curve with a large enough effect; inconclusive = small, poorly fitted or top-dose-only effect; also: 0% is about no effect
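Growth restoration measured by BacTiter-Glo luminescence after 24 hr at 30 deg C; alpha-synuclein yeast, raffinose-pregrown to mid-log, were added at OD600=0.02 in galactose medium onto pinned compounds.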
* hit, by the source's call; u = inconclusive; & = joins results of further samples. Potency is read from the fitted curve at half-maximal effect.

SMILES | aSyn yeast rescue
COc1ccc(CNC(=O)C/C(C)=N/NC(=O)c2ccc([N+](=O)[O-])cc2Cl)cc1 | -3%
COc1ccc(C(=O)Oc2ccc(C3NC(=O)c4c(sc5c4CCN(C)C5)N3)cc2OC)cc1 (configuration not stated) | -11%
CCOC(=O)CNc1ncc(C(F)(F)F)cc1Cl | 5%
O=c1cc(CSc2nnc(COc3cccc4ccccc34)o2)c2ccccc2[nH]1 | 0%
CC12CCC(=O)N1C(C(=O)NCCN1C(=O)S/C(=C\c3ccccc3F)C1=O)CS2 (configuration not stated) | -3%
Cc1cc(Br)ccc1NC(=O)c1ccc(NS(=O)(=O)c2c(C)noc2C)cc1 | -4%
CCCCOc1ccc(C(=O)NCC(=O)NC2CC2)cc1 | 6%
O=C(Nc1nnc(C2CC2)s1)c1ccco1 | -5%
COc1cc(Cl)c(C)cc1NC(=O)NC1COc2ccccc2C1 (configuration not stated) | -5%
Cc1ccc(CONC(=O)c2ccccc2)cc1 | -5%
O=S(=O)(c1ccc(C(F)(F)F)cc1)N1CCN(CCc2ccccc2)CC1 | -2%
COc1ccc(C(CNC(=O)CCNS(=O)(=O)c2ccccc2C(F)(F)F)N2CCOCC2)cc1 (configuration not stated) | -7%
CCc1ccc(CCC(=O)N2CCN(S(=O)(=O)c3ccc(Br)cc3)CC2)cc1 | 25%
O=C(Nc1ccc2c(c1)OCO2)c1cc(C2CC2)on1 | 0%
Cc1ccc(CNC(=O)CN(C)S(=O)(=O)c2cccs2)cc1 | -8%
O=C(N/N=C/c1ccccc1)C(=O)N/N=C/c1ccccc1 | -2%
COc1ccc(Cl)cc1NC(=O)c1c(NCc2cccnc2)sc2c1CCCC2 | 5%
Cc1cccc(NC(=O)c2cccc(OC(=S)N3CCOCC3)c2)c1 | 17%
Cc1cccc(NC(=O)c2cc3c(=O)n(Cc4cccnc4)ccc3nc2C)c1 | -3%
CN(C)c1ccc(CNC(=O)C2CCN(S(=O)(=O)c3ccc4[nH]c(=O)ccc4c3)CC2)cc1 | -2%
NC(=O)c1ccccc1NC(=O)Cn1nc(Cc2cccnc2)c2ccccc2c1=O | -7%
COc1ccc(-c2nc3cc(C(C)C)ccc3o2)cc1NC(=O)c1ccc(C)c(Cl)c1 | 20%
CCN(CC)c1ccc(NC(=O)c2cc(C)nc3c2c(C)nn3-c2cccc(F)c2)c(C)c1 | 0%
CCN1CCN(c2nnc(-n3cccc3C(=O)Nc3cccc(OC)c3)s2)CC1 | -7%
Cc1cc(N=Nc2c(O)c3ccccc3[nH]c2=O)ccc1N=Nc1ccc(C(=O)N(C)C)cc1 | -2%
Cc1ccc(CNC(=O)c2ccc3c(c2)NC(=O)C(N2CCOCC2)S3)cc1 (configuration not stated) | -3%
Cc1cccc(CNC(=O)c2ccc3oc(=O)n(Cc4ccccc4)c3c2)c1 | 15%
O=C(CS(=O)(=O)c1ccc(C(F)(F)F)cn1)NNC(=O)c1ccccc1 | -4%
CC(=O)c1ccc(NC(=O)c2ccc(NC(=O)CCS(=O)(=O)c3cccs3)cc2)cc1 | 1%&-1%
CCN(Cc1ccccc1)C(=O)CCc1c(C)nc2c(c(C)nn2-c2ccc(C)c(C)c2)c1C | u
O=C(NCc1noc2ccccc12)N1CCN(c2ccccc2)CC1 | 0%
COc1ccc(NC(=O)Cn2c(SCc3ccc(F)cc3)nc3cccnc32)c(OC)c1 | 5%
COc1cc(C(=O)Nc2cccc(OCc3cc(=O)n4c(C)csc4n3)c2)cc(OC)c1OC | 0%
CCCCn1c(N)c(N(CCC(C)C)C(=O)c2cc(CC)c(C)s2)c(=O)[nH]c1=O | 3%
Cc1cccc(N=Nc2cnc(N)s2)c1 | -13%
C=CCOc1cccc(C2C(C(=O)c3ccc(C)o3)=C(O)C(=O)N2CCN2CCOCC2)c1 (configuration not stated) | -1%
CCOc1ccc(NC(=O)[C@H](Cc2ccccc2)N2Cc3ccccc3C2=O)cc1 | 4%
CCSc1nnc(NC(=O)c2cc(=O)c3cc(C)c(C)cc3o2)s1 | -6%
COc1ccc(OC)c2sc(NC(=O)c3ccc(Cl)s3)nc12 | -5%
COc1ccc(C(=O)Nc2ccc3nc(N4CCCCC4)cc(C)c3c2)cc1OC | -5%
Cc1ccc(Cl)cc1Nc1sc(C(=O)c2ccccc2)c(N)c1S(=O)(=O)c1ccccc1 | 2%
COc1cc(Cl)c(C)cc1NC(=O)c1cc2ccc3cccnc3c2[nH]1 | -12%
CCOC(=O)c1c(CN2CCN(CCO)CC2)n(-c2ccccc2)c2cc(Br)c(O)cc12 | 4%
CCOc1ccc(NC(=O)CCn2c(-c3ccc(F)cc3)cc(C(C)=O)c2C)cc1 | 10%
COc1ccc(Br)cc1C(=O)Nc1ccc(-c2nc3cc(Cl)ccc3o2)cc1 | 3%

Reprinted from above (two entries):
SMILES | aSyn yeast rescue
CCOc1ccc(NC(=O)CCn2c(-c3ccc(F)cc3)cc(C(C)=O)c2C)cc1 | 10%
COc1ccc(Br)cc1C(=O)Nc1ccc(-c2nc3cc(Cl)ccc3o2)cc1 | 3%

The listing continues.
SMILES | aSyn yeast rescue
CC(=O)Nc1ccc(S(=O)(=O)N2CCC(n3c(C)nc4cccnc43)CC2)cc1 | -6%
CN(C(=O)CN(c1ccccc1)S(=O)(=O)c1ccc(F)cc1)C1CCS(=O)(=O)C1 (configuration not stated) | -4%
Oc1c(C(c2ccccc2F)N2CCN(Cc3ccccc3)CC2)sc2nc(-c3ccco3)nn12 (configuration not stated) | -4%
O=C(O)COCC(=O)NC1CCN(Cc2ccccc2)CC1 | -1%
Cc1cc2c(cc1S(=O)(=O)CCC(=O)N1CCCCC1C)OCC(=O)N2 (configuration not stated) | 2%
CCN1C(=O)C(Cc2nc3ccccc3c(=O)n2-c2ccc(OC)cc2)c2ccccc21 (configuration not stated) | 4%
COc1ccc(CCNCc2c(C(=O)O)c(C)n(Cc3cccc(C)c3)c2C)cc1OC | 4%
O=C(Nc1ccc2oc(-c3ccncc3)nc2c1)c1ccccc1Cl | 4%
O=C(Nc1cccc(Br)c1)c1cc(-c2ccc3c(c2)OCCO3)on1 | -19%
COc1ccc(OC(=O)N(C)C[C@@H]2OCc3cn(nn3)CCCC(=O)N([C@@H](C)CO)C[C@H]2C)cc1 | 3%
CC(=O)N1CCN(C(=O)c2cc3c(s2)CCCC3)CC1 | 8%
COc1cc([N+](=O)[O-])ccc1NC(=O)C[n+]1ccccc1 | -4%
COc1ccccc1NC(=O)c1c(C)cc(C)nc1SCC(=O)Nc1ccc(C)c(C)c1 | 0%
Cc1ccc(NC(=O)c2sc3nc(-c4cc5ccccc5oc4=O)[nH]c(=O)c3c2C)c(C)c1 | 5%
Cc1cccn2c(=O)c3cc(C(=O)N4CC(C)CC(C)C4)sc3nc12 (configuration not stated) | 3%
N#Cc1cnn(-c2ccc([N+](=O)[O-])cc2[N+](=O)[O-])c1N | -3%
Cc1cc(C)cc(NC(=O)C2CCN(S(=O)(=O)c3c(C)noc3/C=C/c3ccco3)CC2)c1 | -5%
CCOC(=O)C1(C)NC(c2ccc(OC)c(OC)c2)C2C(=O)N(c3cccc(C(C)=O)c3)C(=O)C21 (configuration not stated) | -1%
COC(=O)[C@H]1C[C@@]2(O)CN(S(=O)(=O)c3ccc(C)cc3)C[C@@]2(OC(=O)NCc2ccccc2)C[C@H]1C(=O)OC | 6%
Cn1cc(CCC(=O)NC2CC2)c2ccccc21 | -4%
Cc1ccc(Cn2nnc3sc4c(c3c2=O)CCC(C)C4)cc1 (configuration not stated) | 15%
COC(=O)c1ccc(NC(=O)CC2C(=O)N(c3ccccc3)C(=O)N2C2CCCC2)cc1 (configuration not stated) | 7%
COc1ccc(Nc2oc(/C=C/c3ccc(F)cc3)nc2C#N)cc1 | -5%
CCN(CC(=O)N1CCOCC1)S(=O)(=O)c1ccc(F)cc1 | -4%
COc1ccc(NC(=O)N(CCC(C)C)C(C)c2cccs2)c(OC)c1 (configuration not stated) | 14%
CCOC(=O)c1ccc(NC(=O)c2ncn3c2C(=O)N[C@H](C)C3)cc1 | -1%
COC(=O)c1cc2oc3ccccc3c2n1Cc1nc(-c2ccccc2Cl)oc1C | -7%
CCOc1ccc(C(=O)Nc2ccc(C(=O)OCc3cc(=O)n4c(C)csc4n3)cc2)cc1 | 24%
COc1cccc(C(=O)NCC(c2ccc(N(C)C)cc2)N2CCOCC2)c1OC (configuration not stated) | -5%
COc1cc(OC)c(NC(=O)CCCn2nc(C)c3c(C)n(-c4ccccc4)nc3c2=O)cc1Cl | 1%
NC(=S)c1ccc(OCCCc2ccccc2)cc1 | 9%
COc1ccc(C2=NC(c3ccccc3)=Nc3ccc(C)cc3N2)cc1 | -21%
CC(C)(C)OC(=O)N1CCC(c2c(C(=O)Nc3ccc4c(c3)OCCO4)cnn2-c2ccccc2)CC1 | 2%
O=C(O)CCN1C(=O)S/C(=C\c2cccnc2)C1=O | 0%
CCC(=O)N1CCc2cc(Br)cc(S(=O)(=O)NCCc3cccc(C)c3)c21 | 7%
Cc1ccc([N+](=O)[O-])cc1S(=O)(=O)N1CCn2cccc2C1c1ccccc1F (configuration not stated) | 27%
CC(C)c1ccc(NS(=O)(=O)c2ccc3[nH]cc(C(=O)NC4CCCCC4)c(=O)c3c2)cc1 | -10%
COc1ccc(OC)c(NC(=O)c2cccc3c2C(=O)N(C2CCCCC2)C3)c1 | 6%
O=C(C[C@H]1C(=O)N(c2ccc(Br)cc2)C[C@@H]1Cc1ccccc1)Nc1ccccc1 | 5%
O=C(CSC1=NCCS1)N1N=C(c2cccs2)CC1c1ccc(F)cc1 (configuration not stated) | 4%
COC(=O)c1ccc(NC(=O)c2nn(C)c3c2COc2ccccc2-3)cc1 | -3%
Fc1ccc(-n2cc(-c3ccccc3)c3c(NCCc4ccccc4)ncnc32)cc1 | -1%
CCOc1ccc(NC(=O)N2CCOc3ccccc32)cc1 | -5%
Cc1ccc2nc(SCC(=O)Nc3cc(C)on3)nc(=O)n2c1 | -5%
O=C(NCCOc1ccccc1-c1ccccc1)c1ccco1 | 4%
COc1ccc(CNC(=O)c2cc3c(-c4ccccc4F)nn(C)c3s2)cc1 | 5%
CCCCN1C(=O)C(O)(c2c(C)[nH]c3ccccc23)c2ccccc21 (configuration not stated) | 0%
COc1ccc(/C=N/Nc2nnc(Cc3ccccc3)c(=O)[nH]2)cc1 | -1%
CC(=O)C1=C(O)C(=O)N(Cc2cccnc2)C1c1ccc(O)cc1 (configuration not stated) | -1%
Nc1nn(-c2ccccc2)c(N)c1N=Nc1ccccc1F | -15%
O=C(O)CCC(=O)N1CCc2cc(S(=O)(=O)NCc3ccc(F)cc3)ccc21 | 1%
Cc1ccccc1Cn1cc(CCC(=O)NCc2cccc(Br)c2)c2ccccc21 | 7%
Nc1ccc(C(=O)N2CCN(S(=O)(=O)c3ccc(Cl)cc3)CC2)cc1[N+](=O)[O-] | -12%
Cc1cc(C)n2nc(CNS(=O)(=O)c3ccccc3)nc2n1 | -9%
Cc1cccc(NC(=O)Cn2cc(C(=O)C3CC3)c3ccccc32)c1 | 1%
C=CCOc1ccc(C2NC(=S)NC(C)=C2C(=O)c2ccccc2)cc1OC (configuration not stated) | -2%
Cc1ccc(SCC(=O)Nc2ccc3oc(-c4ccccc4C)nc3c2)cc1 | 10%
CC1=C(c2ccc(C)cc2)S(=O)(=O)N(Cc2ccc(C(=O)NCc3cccc(C)c3)cc2)C1=O | -11%
CC1CCN(c2ccc(S(=O)(=O)Nc3cc(C(=O)O)cc(C(=O)O)c3)cc2[N+](=O)[O-])CC1 | 1%
Cc1ccc(NC(=O)CCNS(=O)(=O)c2ccc3c(c2)CCCC(=O)N3)cc1 | -11%

New compounds follow
SMILES | aSyn yeast rescue
CCSc1ncc(Cl)c(C(=O)N(Cc2ccccc2)c2ccc(OC)cc2)n1 | 0%
CCOc1ccccc1NC(=O)c1cc(SC)ccc1Cl | -14%
S=C1SCCCN1Cc1ccc(Cl)cc1 | 3%
CCc1cccc(C)c1NC(=O)C1CCCN(S(=O)(=O)c2cccc3nsnc23)C1 (configuration not stated) | -8%
Cc1cccc(NC(=O)CCn2cnnn2)c1C | -15%
CCCCN1CC(c2nc3ccccc3n2CCCCOc2ccc(C)c(C)c2)CC1=O (configuration not stated) | 3%
CCC(=O)Nc1cc(C(=O)O)ccc1S(=O)(=O)c1ccc(C)cc1 | -3%
Nc1nc(SCC(=O)N2CCCCC2)[nH]c(=O)c1NC(=O)c1cccs1 | 6%
Cc1ccc2c(c1)c1c3n2CCN(C(=O)c2ccc(C(F)(F)F)cc2)C3CCC1 (configuration not stated) | 3%
O=c1c2c(-c3ccc(Cl)cc3)ccnc2[nH]n1-c1ccccc1 | -11%
O=C(CCS(=O)(=O)c1nc(-c2cccs2)cc(C(F)(F)F)n1)Nc1ccc(OC(F)(F)F)cc1 | -27%
COc1cccc(N2C(=O)CSC23C(=O)N(CC(=O)Nc2cccc(Cl)c2)c2ccccc23)c1 (configuration not stated) | 2%

Entries from the list above that contain two or more sulfur atoms:
SMILES | aSyn yeast rescue
CC12CCC(=O)N1C(C(=O)NCCN1C(=O)S/C(=C\c3ccccc3F)C1=O)CS2 (configuration not stated) | -3%
Cc1ccc(CNC(=O)CN(C)S(=O)(=O)c2cccs2)cc1 | -8%
CC(=O)c1ccc(NC(=O)c2ccc(NC(=O)CCS(=O)(=O)c3cccs3)cc2)cc1 | 1%&-1%
CCSc1nnc(NC(=O)c2cc(=O)c3cc(C)c(C)cc3o2)s1 | -6%
COc1ccc(OC)c2sc(NC(=O)c3ccc(Cl)s3)nc12 | -5%
Cc1ccc(Cl)cc1Nc1sc(C(=O)c2ccccc2)c(N)c1S(=O)(=O)c1ccccc1 | 2%
CN(C(=O)CN(c1ccccc1)S(=O)(=O)c1ccc(F)cc1)C1CCS(=O)(=O)C1 (configuration not stated) | -4%
O=C(CSC1=NCCS1)N1N=C(c2cccs2)CC1c1ccc(F)cc1 (configuration not stated) | 4%
S=C1SCCCN1Cc1ccc(Cl)cc1 | 3%
CCc1cccc(C)c1NC(=O)C1CCCN(S(=O)(=O)c2cccc3nsnc23)C1 (configuration not stated) | -8%
Nc1nc(SCC(=O)N2CCCCC2)[nH]c(=O)c1NC(=O)c1cccs1 | 6%
O=C(CCS(=O)(=O)c1nc(-c2cccs2)cc(C(F)(F)F)n1)Nc1ccc(OC(F)(F)F)cc1 | -27%

The list is partial, so the mix of outcomes need not match the whole.
